IL-2 act – activators of IL-2; IL-2 activation reporter assay, cell-based qHTS; stimulated with anti-CD3/CD4/CD28 beads; in transgenic mouse T cells; activation, % (series mostly up to about 46 µM); 0.065% of 360,000 active; in the data active = activation above about 50%; inconclusive = mostly about 30% to 49%; also: 0% is about no effect
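Unstimulated transgenic mouse T cells preincubated 60 min with compound, then stimulated with anti-CD3/anti-CD4-coated beads plus anti-CD28 for 18 h at 37 degrees C. IL-2 response read as EGFP and DsRed fluorescence by plate cytometry.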
PI5P4Ka inh – blocks human PI5P4K alpha kinase activity | P48426 | PI5P4Kalpha enzyme, ADP-Glo luminescence, 60 min; hits give low values | max response, % | 1.2% of 330,000 active; active = max response of -50% or lower; inconclusive = between -30% and -50%; inactive = -30% or higher; also: value at the top dose of about 77 µM; % is scaled to controls: 0 for no effect and ±100 for the full control effect
Target sequence (P48426 whole entry, looked up): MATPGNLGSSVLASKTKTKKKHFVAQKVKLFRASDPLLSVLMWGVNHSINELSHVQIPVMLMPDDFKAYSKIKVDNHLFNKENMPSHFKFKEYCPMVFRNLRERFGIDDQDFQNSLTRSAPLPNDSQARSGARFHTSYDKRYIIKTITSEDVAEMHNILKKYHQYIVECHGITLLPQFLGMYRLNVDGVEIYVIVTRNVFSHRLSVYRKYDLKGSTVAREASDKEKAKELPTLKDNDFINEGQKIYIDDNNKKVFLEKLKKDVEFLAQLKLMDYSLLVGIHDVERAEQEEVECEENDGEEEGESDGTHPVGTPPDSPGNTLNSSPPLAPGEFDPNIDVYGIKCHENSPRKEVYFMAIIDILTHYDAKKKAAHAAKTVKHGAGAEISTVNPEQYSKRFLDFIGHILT
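qHTS, 1536-well: enzyme/substrate mix, compound by pin tool, 5 microM ATP final; RT 60 min; ADP-Glo reagents 1 (45 min) then 2 (30 min); luminescence.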
HEK293 tox – cytotoxic in the GLP-1 receptor inverse agonist counter-screen; HEK293 cAMP-luciferase reporter cells, luminescence, 24 h; Potency, µM (top dose mostly 38.3 µM), for the others: at the highest dose activity change, negative = inhibition, actives largely listed as inhibitors; 0.13% of 410,000 active; AID 624418;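 also: loss of luciferase light is scored as toxicity; potency is read from the fitted curve at half-maximal effect; % is scaled to controls: 0 for no effect and ±100 for the full control effect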
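1536-well qHTS counterscreen of the MLSMR; 200 cells/uL, 12 h pre-incubation, 23 nL cpd, 24 h at 37 deg C 5% CO2, luciferase detection reagent, 12 min RT, luminescence. Inhibition = undesired.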
PTHR1 agonist – agonists of human PTHR1 parathyroid hormone receptor; 0.075% of 410,000 active; Q03431; Potency, µM (top dose mostly 115 µM), inactives show at the highest dose activation, most hits filed as activators; HEK293 GP2 PTHR1 cells, GloSensor cAMP luminescence, 1 h; also: potency is read from the fitted curve at half-maximal effect; nearly all actives have a fitted effect of over 55% in size; some results filed as inactive show a strong effect at the top dose; inactives centre near -15; many of its hits are not listed in these tables
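HEK-293-derived GP2 cells expressing PTHR1 and a GloSensor cAMP reporter, 3,000/well, plated overnight, given luciferin plus IBMX (each 0.5 mM as added) for 1 h at 37 °C, then compound for 1 h at 37 °C. Luminescence was read after 15 min at room temperature.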
EPAC1 agonist – activates human EPAC1 exchange factor; Potency, µM (highest dose often 154 µM), for inactives: top-dose activation, usual class: activators; O95398; EPAC1 agonist qHTS, biochemical assay; response scale: 100% = response to 6.5 mM cAMP; 0.073% of 360,000 active; also: potency is read from the fitted curve at half-maximal effect; nearly all actives have a fitted effect of over 60% in size
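Read-out is the fluorescence drop as BODIPY-GDP leaves Rap1B (480 nm excitation, 540 nm emission), recorded every 5 minutes over 30 minutes. Reactions held 100 nM EPAC1, 250 nM Rap1B–BODIPY-GDP and 50 uM GDP, with 6.5 mM cAMP setting full activation.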
GLP-1R inv ag – GLP-1 receptor (human) inverse agonism; P43220; Potency, µM (doses to about 38.3 µM), inactives show at the top dose activity change, negative = inhibition, hits mostly inhibitors; 1.6% of 410,000 active; AID 624417; HEK293 GLP-1R CRE-luciferase, luminescence, 24 h; GLP-1R form is constitutively active; also: potency is read from the fitted curve at half-maximal effect; % is scaled to controls: 0 for no effect and ±100 for the full control effect; nearly all actives have a fitted effect of over 55% in size
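Luminescence readout: a drop in cAMP-driven luciferase signal flags inverse agonism at a constitutively active GLP-1R stably expressed in HEK293. Compound exposure lasted 24 hr at 37 deg C, 5% CO2.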
GLP-1R agonist – GLP-1 receptor (human) agonism. Potency, µM (top dose mostly 45.6 µM), for inactives: at the top dose activation, actives largely listed as activators. 0.007% of 380,000 active. P43220. HEK293 GLP-1R CRE-luciferase, luminescence, 4-6 h; cells express a hypersensitive GLP-1R form. AID 624172; also: potency is read from the fitted curve at half-maximal effect; % of control where 0% means no effect
PLK1 PBD block – inhibitors of human PLK1 polo-box domain binding; 2.8% of 360,000 active; Plk1 PBD binding of FITC phosphopeptide, fluorescence polarization; Potency, µM, for inactives: max response, negative = inhibition, actives largely listed as inhibitors; P53350; also: potency is read from the fitted curve at half-maximal effect; series mostly up to about 57 µM; % is scaled to controls: 0 for no effect and ±100 for the full control effect; nearly all actives have a fitted effect of over 65% in size
Target sequence (P53350 whole entry, looked up, the tested form may be a part): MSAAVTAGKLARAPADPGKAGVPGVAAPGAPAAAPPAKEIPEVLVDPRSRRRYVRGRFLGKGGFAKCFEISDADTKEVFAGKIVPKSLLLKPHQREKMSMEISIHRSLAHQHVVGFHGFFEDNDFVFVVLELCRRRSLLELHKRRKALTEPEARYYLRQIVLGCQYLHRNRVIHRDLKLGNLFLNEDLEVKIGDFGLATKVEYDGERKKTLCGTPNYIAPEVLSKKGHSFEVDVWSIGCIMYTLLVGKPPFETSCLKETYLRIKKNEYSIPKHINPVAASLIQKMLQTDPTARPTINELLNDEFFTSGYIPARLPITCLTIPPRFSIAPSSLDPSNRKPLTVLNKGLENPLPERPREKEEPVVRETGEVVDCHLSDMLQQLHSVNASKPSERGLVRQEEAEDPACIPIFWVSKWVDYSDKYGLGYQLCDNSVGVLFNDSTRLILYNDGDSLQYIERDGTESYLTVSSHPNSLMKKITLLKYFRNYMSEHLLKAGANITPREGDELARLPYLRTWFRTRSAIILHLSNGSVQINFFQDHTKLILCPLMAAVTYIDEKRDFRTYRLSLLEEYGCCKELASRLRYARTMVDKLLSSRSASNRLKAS
EPAC1 antagonist – EPAC1 (human) antagonism. AID 720709. 0.14% of 360,000 active. Potency, µM (highest dose often 115 µM), for inactives: top-dose activity change, negative = inhibition, most hits filed as inhibitors. EPAC1 GEF assay, Rap1b-BODIPY-GDP exchange fluorescence;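 also: potency is read from the fitted curve at half-maximal effect; plate controls were vehicle for no effect and positive control for full effect; nearly all actives have a fitted effect of over 50% in size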
Starred values were filed as active, the others as inactive; i = inactive; ? = inconclusive; · = not tested or not shown; & = joins results of further samples; [ ] = another dose, or the depositor's remark. Unless noted, calls follow the shape of the dose curve; as a rule, active = well fitted curve in the direction sought with a large enough effect; inconclusive = small, poorly fitted or top-dose-only effect, or another doubt; inactive = no such curve, though single readings can be large; an effect the other way counts as inactive or inconclusive.

SMILES	IL-2 act	PI5P4Ka inh	HEK293 tox	PTHR1 agonist	EPAC1 agonist	GLP-1R inv ag	GLP-1R agonist	PLK1 PBD block	EPAC1 antagonist
C/C(CC(=O)Nc1ccc(N(C)C)cc1)=N\NC(=O)c1ccc(C(C)(C)C)cc1	-0.4	-6.2	1.3%	i	0.1%	8.8%	0.5%	0.7%	-13.4%
O=C(NCc1ccccc1)C1c2ccccc2OCC(=O)N1C1CC1 (stereo not drawn)	0.4	1.8	-9.4%	i	-1.4%	17.3%	7.5%	2.8%	-2.0%
O=c1oc(CCCO)cc2ccc(C#Cc3ccsc3)cc12	-0.5	5.9	-23.1%	-31.5%[inhibitor]	9.4%	50.3%[activator]	20.2%	0.8%	-5.7%
O=C1N(Cc2cccc(Cl)c2)C[C@@H]2C[C@@H](c3cccc4cccnc34)N3CCC[C@@]123	0.3	-1.7	-11.9%	i	1.1%	?	5.1%	-2.7%	4.7%
Cc1nnc(SCC(=O)Nc2ccc(Cl)cn2)n1Cc1ccccc1	-2.4	0.3	-8.3%	i	-5.9%	-4.8%	-12.2%	-14.4%	-6.5%
Cc1ccc(CNS(=O)(=O)c2cc(F)ccc2CN2C(=O)c3cccnc3C2=O)o1	-1.8	-3.1	-8.5%	-1.2%	-16.2%	6.0%	-3.1%	-4.1%	-13.0%
CCCCOCCCNC(=O)c1cccs1	1.8	·	2.2%	-5.7%[57.5 µM]	-1.7%	-2.7%	2.6%	-5.5%	8.5%
CCC1Nc2ncnc(N3CCc4ccccc4C3)c2N(Cc2ccc(Cl)cc2)C1=O (stereo not drawn)	-2.0	-12.8	-15.7%	-31.7%[inhibitor]	-3.4%	7.94µM*	-1.8%	-19.6%	0.2%
CC(NC(=O)c1cc([N+](=O)[O-])cc([N+](=O)[O-])c1)c1ccc(-n2ccnc2)cc1 (stereo not drawn)	-3.1	3.7	7.0%	i	4.2%	17.9%	-11.8%	-4.2%	-11.0%
Cc1ccc(C2=N/C(=C\c3cccc(F)c3)C(=O)O2)cc1	1.1	8.4	6.6%	-35.2%	6.0%	5.0%	-0.4%	-4.1%	3.7%
COc1ccc(CNC(=O)Cn2cc(C(F)(F)F)ccc2=O)cc1OC	1.1	-0.9	-12.6%	i	5.7%	0.0%	3.2%	2.1%	11.7%
Cn1cnc([N+](=O)[O-])c1Sc1ccncn1	-1.5	-23.4	-20.0%	i	10.1%	6.8%	-0.4%	-9.6%	8.8%
N#C/C(=C\c1c[nH]c2ccccc12)C(=O)Nc1ncc(Cc2ccc(Cl)cc2Cl)s1	-2.7	-0.3	-29.5%	i	12.9%	?	-0.8%	-8.3%	11.2%
CCOc1cc(C2NC(=O)N(C)C(C)=C2[N+](=O)[O-])ccc1OC(C)=O (stereo not drawn)	2.0	3.9	6.3%	?	9.1%	19.4%	1.4%	-5.5%	-8.9%
O=C(Cn1c(=O)n(Cc2ccc(C(=O)NCc3ccccc3Cl)cc2)c(=O)c2ccccc21)Nc1ccc(F)c(Cl)c1	·	·	-5.4%	i	·	3.3%	0.7%	·	·
O=P(OCC1CCCO1)(OCC1CCCO1)OCC1CCCO1 (stereo not drawn)	-3.8	-3.7	8.8%	-18.8%	-5.9%	15.9%	2.6%	-11.4%	-13.6%
Cc1ccc(C2C(/C=C3/SC(=S)NC3=O)=C(c3cccs3)Oc3ccccc32)cc1 (stereo not drawn)	0.5	·	?	?	11.6%	?	-0.2%	?	?
Cc1nc2nc(NC(=O)c3ccco3)[nH]n2c(=O)c1C	-0.7	1.1	1.1%	i	8.5%	14.2%	-4.5%	3.4%	-23.9%
O=C(CSc1ncn[nH]1)N(C1CCCCC1)C1CCCCC1	-1.5	·	1.8%	i	-0.6%	1.2%	-9.6%	0.5%	3.1%
CCOC(=O)C1C(C)=CC(=O)CC1c1ccco1 (stereo not drawn)	-0.8	-1.7	3.1%	i	17.9%	-1.8%	5.2%	-8.9%	9.8%
O=C1OCCC1=CN1CCCCC1	-1.6	2.4	-22.5%	i	2.6%	14.7%	-3.3%	0.0%	10.3%
C=CCSc1nc2sc(C)c(C)c2c(=O)[nH]1	-1.8	-1.7	2.0%	i	4.5%	13.7%	3.7%	-17.5%	-14.2%
CC(OC(=O)c1nsc(Cl)c1Cl)C(=O)NC(C)(C)C (stereo not drawn)	-3.4	2.9	-9.2%	i	-1.7%	8.1%	-4.0%	-2.5%	-1.2%
Cc1nccc(-c2sc(-c3cccs3)nc2C)n1	-0.6	-2.0	52.8%[activator]	i	13.9%	97.8%[activator]	?	-2.5%	-6.8%
CCCN(C(=O)c1cc(C)ccc1C)c1c(N)n(Cc2ccccc2)c(=O)[nH]c1=O	-3.4	3.4	-14.7%	i	9.5%	-5.3%	21.1%	-0.8%	5.6%

Following part
SMILES	IL-2 act	PI5P4Ka inh	HEK293 tox	PTHR1 agonist	EPAC1 agonist	GLP-1R inv ag	GLP-1R agonist	PLK1 PBD block	EPAC1 antagonist
CCCCSCCCNC(=O)Nc1ccc(CC)cc1	-0.6	1.9	1.5%	-6.7%	-8.6%	?	9.3%	-8.7%	-20.1%
Brc1ccc2ncc3ccccc3c2c1	-0.4	7.8	13.9%	-11.3%	-2.5%	-17.4%	-2.0%	-0.5%	-15.0%
CCOC(=O)CN(C(=O)COc1nc(C)cc(C)c1C#N)c1ccc(Cl)cc1	0.0	-1.6	-23.9%	-6.7%	7.8%	?	22.3%	-4.2%	-23.5%
N#Cc1nc(-c2ccccc2)oc1N1CCC(C(N)=O)CC1	-0.6	1.0	-5.6%	-23.9%	2.4%	-15.5%	11.5%	-1.2%	-7.1%
COC(=O)c1ccc(NC(=O)c2cc[n+](Cc3ccccc3)cc2)cc1	0.8	-0.1	0.1%	-7.5%	6.4%	-14.2%	-6.1%	-5.2%	-9.3%
C[C@@H]1CN([C@H](C)CO)C(=O)CCCn2nncc2CO[C@H]1CN(C)Cc1ccncc1	-2.5	-0.3	0.7%	-24.6%	5.4%	21.2%	-4.0%	-4.0%	4.6%
C=CCN(c1ccc(C(=O)N2CCN(c3ccc(F)cc3)CC2)cc1)S(C)(=O)=O	-0.2	1.5	2.4%	-27.2%[57.5 µM]	-0.1%	-1.0%	-4.1%	-6.9%	-17.1%
CCOc1ccc2ncc(S(=O)(=O)c3ccccc3)c(N3CCN(c4ccccc4)CC3)c2c1	0.0	8.8	-2.6%	i	2.7%	16.1%	8.9%	-9.1%	-2.8%
CSc1nc(-c2ccc(N(C)C)cc2)c(C#N)c(=O)n1C	2.2	4.7	30.2%	-10.1%	-13.7%	31.1%[activator]	6.1%	?	?
O=C(NCCCn1ccnc1)c1cc(-c2cccs2)on1	-0.7	4.7	-11.2%	-1.7%	-3.0%	180.0%[activator]	6.2%	-4.3%	12.6%
COc1ccc(N2CCN(C(=O)C3CCN(S(=O)(=O)c4cccs4)CC3)CC2)cc1	-2.4	-28.7	0.2%&-4.5%	-22.9%&-5.0%	8.2%	-12.5%&-17.0%	7.9%	16.8µM*	-12.2%
CCOc1ccc(/C=C2\CCc3ccccc3C2=O)cc1	-0.4	0.6	3.6%	i	11.9%	-0.4%	11.6%	-7.7%	-7.5%
Cc1ccc(CN2C(=O)C3CCCN3c3ncccc32)cc1 (stereo not drawn)	-0.2	7.6	0.2%	-3.9%	3.7%	-25.8%	8.9%	-3.6%	9.3%
Cc1cccn2c(=O)nc(SCC(=O)N3CC(C)OC(C)C3)nc12 (stereo not drawn)	-0.2	0.5	3.5%	i	4.4%	35.9%[activator]	-4.9%	-2.0%	-4.9%
O=S(=O)(N/N=C\C=C\c1ccccc1)c1ccc(Br)cc1	-4.3	7.3	-2.6%	-6.8%	2.5%	-5.8%	1.9%	-8.1%	3.9%
COCCNC(=O)CN(Cc1ccccc1)C(=O)CCC(=O)Nc1nccs1	0.6	2.4	-5.8%	i	3.5%	0.3%	2.7%	-0.7%	-1.7%
CCN(CC(=O)Nc1ccc(NC(C)=O)cc1)C(=O)COc1ccc2ccccc2c1	-0.8	-5.6	18.1%	i	12.0%	3.8%	-1.5%	-6.7%	1.0%
COc1cccc(CN2CCC2(C)C(=O)Nc2cccc3cccnc23)c1F (stereo not drawn)	0.4	26.8	-36.5%	-0.5%	19.3%	?	28.5%	-9.8%	-7.5%
Cc1noc(NS(=O)(=O)c2ccc(NC(=O)/C=C/c3ccccc3)cc2)c1C	2.8	3.3	5.5%	i	8.6%	23.3%	16.5%	-12.7%	-19.0%
CC(C)(C)c1cc[n+](C2=C([O-])c3ccccc3C(=O)/C2=N\S(=O)(=O)c2ccccc2)cc1	-2.1	-2.9	6.1%	i	-4.8%	4.0%	3.5%	-0.6%	3.5%
Cc1c(C(=O)NCc2ccccc2)sc(=O)n1Cc1ccccc1F	0.1	-0.9	-2.5%	-4.4%	-9.4%	16.8%	7.4%	2.7%	-21.4%

Ordered by length of the SMILES (lowest first): five of the compounds above.
SMILES	IL-2 act	PI5P4Ka inh	HEK293 tox	PTHR1 agonist	EPAC1 agonist	GLP-1R inv ag	GLP-1R agonist	PLK1 PBD block	EPAC1 antagonist
Cc1nccc(-c2sc(-c3cccs3)nc2C)n1	-0.6	-2.0	52.8%[activator]	i	13.9%	97.8%[activator]	?	-2.5%	-6.8%
COC(=O)c1ccc(NC(=O)c2cc[n+](Cc3ccccc3)cc2)cc1	0.8	-0.1	0.1%	-7.5%	6.4%	-14.2%	-6.1%	-5.2%	-9.3%
CCOC(=O)CN(C(=O)COc1nc(C)cc(C)c1C#N)c1ccc(Cl)cc1	0.0	-1.6	-23.9%	-6.7%	7.8%	?	22.3%	-4.2%	-23.5%
Cc1ccc(CNS(=O)(=O)c2cc(F)ccc2CN2C(=O)c3cccnc3C2=O)o1	-1.8	-3.1	-8.5%	-1.2%	-16.2%	6.0%	-3.1%	-4.1%	-13.0%
Cc1ccc(C2C(/C=C3/SC(=S)NC3=O)=C(c3cccs3)Oc3ccccc32)cc1 (stereo not drawn)	0.5	·	?	?	11.6%	?	-0.2%	?	?

High-throughput results deposited in PubChem by National Center for Advancing Translational Sciences (NCATS).

The list is partial; the hit share may differ from the screen's.
